Screening results deposited in PubChem BioAssay by Sanford-Burnham Center for Chemical Genomics.
AID2073 – inhibitors of Mint1-CaV2.2 protein interaction, biochemical, HTRF (AID 2073); HTRF protein-protein interaction, Mint1-CaV2.2; higher % means a stronger effect; inhibition, % at 20 µM; hits with a dose series show IC50 in µM; actives 0.19% (n = 290,000); in the data active = inhibition mostly above about 51%, no sharp cut-off; inconclusive = no clear call, values can overlap the other calls; inactive = mostly below about 53%; also: some results filed as inactive read as strong as hits
KOR beta-arrestin-1 – KOR agonists, beta-arrestin recruitment, primary screen, cell-based, luminescence, uHTS (AID 1777). actives 0.02% (n = 280,000). one-dose activation, % at 10 µM; EC50 in µM for titrated hits. KOR beta-arrestin recruitment, luminescence; higher % means a stronger effect; in the data active = activation above about 50%, passing the limit was not always enough; also: a part of the inactive calls stands beside numbers as strong as those of hits
SIAH1 antagonists – blockers of Siah-1 interaction with plectin peptide – biochemical, fluorescence polarization, rhodamine-plectin, uHTS, primary screen (AID 1817); actives 0.02% (n = 290,000); Siah-1 / rhodamine-plectin peptide fluorescence polarization; higher % means a stronger effect; displacement, % at 20 µM; hits with a dose series show IC50 in µM;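 active = displacement of at least 50% at 20 µM, with a fluorescence ratio check between 0.3 and a set limit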;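 also: plate controls were Siah plus tracer with DMSO for no effect and tracer alone without Siah for full effect; strong numbers were not always called active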
GPR35 antagonists – inhibition of zaprinast-stimulated GPR35 beta-arrestin translocation – imaging, U2OS, beta-arrestin-GFP, zaprinast agonist, primary screen (AID 2058); U2OS GPR35 beta-arrestin-GFP translocation imaging, zaprinast antagonism; higher % means a stronger effect; inhibition, % at 10 µM; hits with a dose series show IC50 in µM; actives 0.052% (n = 290,000);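 active = inhibition of at least 50% with at least 30 cells and total cytoplasm GFP at most 10,000,000; inconclusive = under 30 cells or total GFP of 10,000,000 plus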
GPR55 activation – GPR55 agonists via beta-arrestin recruitment, primary screen, imaging, U2OS cells, beta-arrestin-GFP redistribution (AID 1961); U2OS GPR55 beta-arrestin-GFP redistribution imaging; higher % means a stronger effect; activation, % at 10 µM, or EC50 in µM where a hit was titrated; actives 0.048% (n = 290,000);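 active = activation above 40% with more than 50 cells counted in the well; inconclusive = wells holding fewer than 50 cells, flagged as toxic or sparse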;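 also: U2OS osteosarcoma cells stably expressing GPR55 and beta-arrestin-GFP; plate controls were DMSO negative control for no effect and LPI positive control for full effect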
GPR55 LPI antagonism – inhibition of LPI-stimulated GPR55 beta-arrestin translocation – imaging, U2OS, beta-arrestin-GFP, LPI agonist, primary screen (AID 2013); U2OS GPR55 beta-arrestin-GFP translocation imaging, LPI antagonism; higher % means a stronger effect; inhibition, % at 10 µM, or IC50 in µM where a hit was titrated; actives 0.13% (n = 290,000);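 active = spots per cell inhibited over 60%, with over 100 cells counted and total cytoplasm intensity under 500,000; inconclusive = wells with under 100 cells, flagged as likely toxic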;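 also: U2OS cells stably carrying GPR55 and arrestin-GFP stimulated by 5 µM LPI near EC80; imaged beta-arrestin-GFP aggregate spots per cell after agonist stimulation; plate controls were LPI-stimulated DMSO wells for no effect and DMSO wells without LPI for full effect; some results filed as inactive read as strong as hits; confirmed hits need IC50 under 10 µM and bright autofluorescent wells are also inconclusive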
KOR beta-arrestin-2 – kappa opioid receptor blockers – cell-based, luminescence, uHTS (AID 1778); KOR beta-arrestin recruitment, luminescence, antagonist mode; higher % means a stronger effect; inhibition, % at 10 µM, or IC50 in µM where a hit was titrated; actives 0.091% (n = 290,000); in the data active = inhibition above about 50%; also: strong numbers were not always called active
NOD1 inhibition – NOD1 signaling inhibitors, primary screen, cell-based, luminescence, uHTS (AID 1578); actives 1% (n = 290,000); inhibition, % at 4 µM; hits with a dose series show EC50 in µM; NOD1-driven NF-kB luciferase reporter cells, luminescence; higher % means a stronger effect; in the data active = inhibition mostly above about 36%, no sharp cut-off; inactive = mostly below about 34%;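 also: HEK-293T reporter cells stimulated with the NOD1 agonist gamma-tri-DAP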
HIV fusion peptide – inhibitors of HIV fusion peptide binding, primary screen, biochemical, uHTS, fluorescence dequenching (AID 1986); cell-free peptide binding, fluorescence dequenching, 30 min; higher % means a stronger effect; actives 0.3% (n = 290,000); inhibition, % at 20 µM, or IC50 in µM where a hit was titrated; in the data active = inhibition mostly above about 52%, no sharp cut-off; inactive = mostly below about 76%; also: some results filed as inactive read as strong as hits
* marks the source's active call; other numbers are inactive results; ? = inconclusive; . = not tested or not shown; [ ] = remark or other dose. An excerpt; the hit share may differ from the screen's.

SMILES | AID2073 | KOR beta-arrestin-1 | SIAH1 antagonists | GPR35 antagonists | GPR55 activation | GPR55 LPI antagonism | KOR beta-arrestin-2 | NOD1 inhibition | HIV fusion peptide
COC(=O)NCC(c1ccco1)N1CCN(c2ccc(OC)cc2)CC1 (configuration not stated) | 18% | -5.0% | 3% | -9% | -0.2% | 14% | 8% | -20% | 1.7%
COc1ccc(COc2ccsc2C(=O)Nc2ccc(Cl)c(Cl)c2)cc1 | 1% | 1.1% | 49% | 1% | 0.5% | 11% | 1% | -69% | 11%
CC(C)(C)N(CC#CCC(O)(c1ccccc1)c1ccccc1)CCO | -5% | 2.5% | 0% | -3% | 0.3% | -1% | 26% | 5% | -1.3%
CCc1ccccc1NC(=O)[C@@H]1CCC(=O)N1C1OC(=O)c2ccccc21 (some centres not stated) | 0% | -3.8% | 11% | 4% | -0.1% | 8% | -62%[20 µM] | -22% | -0.1%
COc1cccc(-c2nc(CS(=O)(=O)CC(=O)Nc3ccccc3Cl)c(C)o2)c1 | 8% | -1.8% | 2% | 17% | 0.1% | 2% | -21% | 27% | -2.0%
O=C1CCCN1CCC1CCN(C2CC(=O)N(c3ccc(Cl)cc3)C2=O)CC1 (configuration not stated) | -3% | 6.5% | -2% | 4% | -0.1% | -12% | -27% | -26% | 0.1%
CCCn1nnc(NC(=O)Cc2ccc(Cl)cc2)n1 | 48% | 4.1% | 12% | -8% | 0.6% | -8% | 22% | -18% | -1.7%
COc1cc(C(=S)N2CCOCC2)cc(OC)c1OC(=O)c1cc([N+](=O)[O-])c(C)c([N+](=O)[O-])c1 | 11% | 1.1% | 1% | 4% | 0.2% | 15% | -33% | 3% | -1.1%
COC(=O)C1=C(C)N(CC2CC2)C(=NCc2cc(OC)c(OC)c(OC)c2)N[C@H]1c1ccccc1 | 2% | 2.9% | -4% | -8% | -0.3% | -3% | -31%[20 µM] | -14% | -1.5%
CCc1ccc(N(C(=O)CNC(=O)c2ccco2)C(C(=O)NC2CCCC2)c2cccnc2)cc1 (configuration not stated) | -9% | -0.5% | 0% | 6% | -0.2% | 4% | -56% | -21% | 1.3%
O=C(O)C1CCCN1C1=NS(=O)(=O)c2ccccc21 (configuration not stated) | -9% | 0.1% | 3% | -7% | -0.1% | 2% | 3% | -8% | -0.2%
COc1ccc(S(=O)(=O)Nc2ccc(F)c(F)c2)cc1C(=O)N1CCOCC1 | -6% | 4.9% | 0% | -12% | -0.2% | 2% | -12% | -14% | -0.5%
C=CCN1C(=O)c2ccc(C(=O)N(C)CC(=O)Nc3cccc(F)c3)cc2C1=O | -6% | -0.3% | -1% | -5% | -0.1% | -9% | 4% | -8% | -0.3%
O=C1CCC(C(=O)N2CCCC2)CN1CCc1cccc(F)c1 (configuration not stated) | 13% | -2.6% | 0% | -4% | -0.1% | 0% | -51% | -20% | 1.1%
CCOC(=O)CNC(=O)CSc1ncnc2c1cnn2-c1ccccc1 | 11% | 0.1% | 2% | -7% | 0.2% | 15% | -24% | -10% | 3.0%
CCCCn1c(=O)c(CCC(=O)OCC(=O)NC(=O)NCCC(C)C)nc2ccccc21 | 15% | 3.1% | 12% | 5% | -0.3% | 13% | -13% | -32% | -0.2%
Cc1nn(-c2ccccc2)c(N2CCCC2)c1/C=N/NC(=S)Nc1ccccc1C(F)(F)F | -4% | 7.1% | -1% | 4% | 0.1% | 10% | 4% | -7% | -1.3%
Nc1ccccc1-c1nnc2n1CCCCC2 | 4% | 3.4% | 0% | 7% | -0.1% | 4% | -4% | -21% | -1.7%
CCc1[nH]nc2c1C1(CCN(C(=O)c3ccccc3)CC1)C(C#N)=C(N)O2 | 1% | -0.4% | 4% | 16% | -0.2% | 2% | -4% | -10% | -2.9%
Cc1cccc(C(=O)N/N=C/c2ccoc2)c1 | 13% | 2.0% | 0% | 4% | -0.1% | 5% | 5% | 9% | -2.6%
CC1CCCCN1C(=O)/C(=C\c1ccccc1)c1ccccc1 (configuration not stated) | -6% | 0.6% | 1% | 6% | -0.1% | 12% | 15% | -4% | 0.3%
Cc1ccc(C)c(OCCn2cc(/C=C(\C#N)C(=O)NCc3ccco3)c3ccccc32)c1 | 19% | 1.3% | 15% | 2% | -0.3% | 4% | 3% | -48% | 3.2%
Cc1ccccc1OCCCC(=O)Nc1nncs1 | -5% | . | -12% | -3% | 0.1% | -3% | 8% | 51%* | -0.8%
CCCCn1nc2cc(C(=O)NCc3cc(C(F)(F)F)cc(C(F)(F)F)c3)ccc2c1OCC | 9% | -6.7% | -1% | 15% | 0.8% | 9% | 21% | -13% | -0.5%
Cc1ccc(CCN2CC(C(=O)NCCC(C)C)CC2=O)cc1 (configuration not stated) | 8% | -5.9% | 2% | 16% | 0.0% | 0% | 22% | 0% | 0.5%
(next part)
SMILES | AID2073 | KOR beta-arrestin-1 | SIAH1 antagonists | GPR35 antagonists | GPR55 activation | GPR55 LPI antagonism | KOR beta-arrestin-2 | NOD1 inhibition | HIV fusion peptide
CC(C)c1c(C(=O)N/N=C/c2ccc(Cl)cc2Cl)nnn1-c1nonc1N | 2% | -1.5% | 1% | 8% | -0.2% | 15% | -2% | -25% | 0.3%
COc1cnc(-c2ccccn2)nc1Oc1cccc(C(F)(F)F)c1 | 5% | 2.8% | -3% | 7% | 0.0% | 1% | 9% | -9% | 2.5%
Cc1ccc(NC(=O)CCn2c(=O)oc3ccccc32)c(C)c1 | 20% | 2.2% | 0% | 5% | -0.1% | -14% | 1% | -14% | -2.1%
CC(C)NC(=O)c1ccc2c(c1)N(Cc1ccccc1)C(=O)C(C)(C)O2 | -3% | -0.8% | 3% | -8% | 0.3% | 8% | -40%[20 µM] | -4% | 1.7%
C=CCn1cccc(C(=O)Nc2ccc(OC)c(OC)c2)c1=O | 3% | -0.4% | 0% | 2% | -0.3% | 5% | -8% | -24% | -0.8%
COc1ccc(S(=O)(=O)N2CCN(CC(=O)Nc3ccc(C)c(F)c3)CC2)cc1 | -3% | -5.4% | -2% | -12% | 0.2% | -6% | -20% | 10% | -2.5%
O=C(NCc1ccco1)c1ccc(Cl)cc1[N+](=O)[O-] | 11% | 3.3% | 0% | 1% | -0.3% | 2% | -11% | -17% | -1.4%
COc1cnc(-c2ccccn2)nc1Oc1ccc(C(C)(C)C)cc1 | 6% | -3.2% | 0% | -3% | 0.5% | 6% | -35% | -13% | -0.6%
O=C(C1CCCO1)N1CCN(C(=S)Nc2cc(F)cc(F)c2)CC1 (configuration not stated) | -15% | 1.6% | 1% | -13% | -0.1% | 4% | 4% | -24% | -0.1%
O=C(C1CC1)N1CCN(c2ccc([N+](=O)[O-])cc2-n2cccc2)CC1 | -4% | 9.2% | 1% | 12% | -0.2% | -4% | -5% | 1% | -0.1%
CCOC(CCn1ccc(O)c(Cc2ccc(Cl)cc2)c1=O)OCC | -2% | 18% | -1% | -4% | 0.3% | -3% | 18% | -11% | -3.0%
COc1ccc(S(=O)(=O)N2CCOCC2)cc1NC(=O)CN1CCCC1 | 3% | -1.5% | 0% | 9% | 1.5% | -6% | -1% | 8% | -0.4%
C=CCNC(=O)/C=C/c1c(F)cccc1Cl | 12% | 0.2% | 4% | -11% | 0.1% | -5% | -6% | 1% | 3.3%
CCNc1nc(NC(C)C)nc(NC(C)(C)C)n1 | -14% | -0.3% | 2% | -10% | 0.0% | 17% | -57%[20 µM] | -9% | 1.0%
CCOC(=O)CN1C(=O)S/C(=C/c2ccco2)C1=O | -2% | -2.4% | 4% | -2% | -0.2% | -4% | 0% | -37% | 0.8%
O=C(c1cc(-c2ccccc2)nc2ccccc12)N1CCCC1 | ? | -0.1% | 3% | 2% | 0.8% | 11% | -4% | -5% | 0.8%
O=C(NCc1ccc(F)cc1)C1CCCN1C(=O)NCc1ccccc1 (configuration not stated) | -2% | 6.4% | 2% | 1% | -0.2% | 1% | 5% | -10% | 1.0%
Cc1ccc(NC(=O)c2ccccc2NC(=O)c2cccs2)cc1 | 8% | -0.5% | 1% | 8% | -0.4% | 15% | -4% | -19% | 0.2%
O=C(N/N=C/c1ccc(Cl)c([N+](=O)[O-])c1)c1cnccn1 | 4% | -2.4% | 9% | -14% | 0.5% | 2% | 10% | 20% | 2.9%
CC(C)Cc1nnc(NC(=O)Cc2cccs2)s1 | ? | . | 1% | 4% | 0.3% | 8% | 28%[20 µM] | -40% | 47%
COc1ccc(CNS(=O)(=O)c2cc3c(cc2C)N(C)CCO3)cc1 | -8% | -2.3% | 2% | -2% | 0.4% | 26% | 15%[20 µM] | -17% | -0.1%
Cc1cc(Cl)ccc1Oc1nccc(N(C)C)c1C#N | -1% | 3.5% | -1% | -6% | 0.2% | -18% | -26% | 21% | 0.2%
Cc1cccc(N2CCN(CCNC(=O)c3cc4c(s3)CS(=O)(=O)C4)CC2)c1C | 11% | -10% | -2% | -11% | -0.1% | 23% | 15% | -2% | 5.2%
O=C(NC1CCCCC1)C1CC(O)CN1C(=O)OCc1ccccc1 (configuration not stated) | 6% | -2.1% | 2% | -10% | 0.2% | 4% | 6% | 13% | -0.3%
O=C(O)c1cccc2c1C(=O)N(C1CCCCC1)C2 | -3% | -3.3% | 1% | -2% | 1.1% | 10% | 14% | 1% | -0.4%
Cn1c(=O)c2c(SCC(=O)N3CCOCC3)nc(C3CCCCC3)nc2n(C)c1=O | 0% | -5.9% | -5% | -8% | -0.1% | 1% | -22% | -36% | 0.9%
O=C(NNC(=O)c1cccs1)c1ccccc1 | -1% | -1.8% | 4% | -2% | -0.2% | 8% | 12% | -35% | 0.5%
COC(=O)C1CCN(C(=O)COC(=O)CC(NC(C)=O)c2ccccc2)CC1 (configuration not stated) | 10% | 3.2% | -1% | -11% | -0.1% | -4% | -17% | 18% | 1.9%
COc1ccc(CN2CCC(n3nccc3NC(=O)c3ccc4c(c3)OCO4)CC2)cc1C | 10% | -6.7% | -8% | 24% | -0.1% | -2% | -1% | -12% | -1.2%
CCOc1ccc(NS(=O)(=O)c2ccc(C(=O)N(C)CCc3ccc(OC)c(OC)c3)cc2)cc1 | 6% | 2.8% | 11% | 4% | -0.1% | 1% | -13% | -1% | 1.1%

Molecules above that contain two or more sulfur atoms (2):
SMILES | AID2073 | KOR beta-arrestin-1 | SIAH1 antagonists | GPR35 antagonists | GPR55 activation | GPR55 LPI antagonism | KOR beta-arrestin-2 | NOD1 inhibition | HIV fusion peptide
CC(C)Cc1nnc(NC(=O)Cc2cccs2)s1 | ? | . | 1% | 4% | 0.3% | 8% | 28%[20 µM] | -40% | 47%
Cc1cccc(N2CCN(CCNC(=O)c3cc4c(s3)CS(=O)(=O)C4)CC2)c1C | 11% | -10% | -2% | -11% | -0.1% | 23% | 15% | -2% | 5.2%
